FN deposit inh: inhibitors of fibronectin matrix deposition, primary screen, AH1F cells, Alexa488-fibronectin fluorescence, plate reader; AH1F fibroblasts, overnight; inhibition, % at 12.6 µM; 350,000 tested, 0.086% active; AID 743247, 2014;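 active = mean inhibition across replicates of 30% or more, regardless of how many single replicates reach that level; inconclusive = mean under 30% yet at least half of replicates reach 30%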;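 note: positive control wells lacked labelled fibronectin entirely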
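Schedule: 1 h cell adhesion before compound, then overnight fibronectin incubation; test system: AH1F fibroblast monolayer depositing Alexa488-labelled fibronectin into matrix; quantity: 10000 AH1F cells per well; probe or stimulus: fluorescent fibronectin at 24 nM final; signal: fluorescence, ex 485 nm, em 525 nm; evaluation: percent inhibition as loss of matrix-bound fibronectin fluorescence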
CFTR F508del cor: F508del CFTR correction, initial screen, CFBE line, single point; CFBE cells, YFP halide quenching; stimulated with forskolin plus potentiator P3; % fluorescence drop versus neutral controls; activity (quench increase), % at 7.58 µM; 350,000 tested, 0.36% active;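 active = mean added fluorescence quench of at least 8% versus neutral control, with both replicates also reaching 8%; inconclusive = only one of the mean or replicate conditions met; inactive = mean below 8% and not both replicates reaching 8%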;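 note: cells transiently co-express mutant CFTR-F508del with the halide-sensitive YFP; corrector assay measuring rescue of mutant channel to the surface after 24 h compound exposure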
EWS-Fli block: EWS/Fli-driven NR0B1 reporter inhibitors, primary screen, A673 cells, NR0B1 luciferase, luminescence, MLPCN library. viability-normalised. inhibition, % at 12.6 µM. 350,000 tested, 0.67% active. AID 651661, 2012;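 active = mean inhibition of at least 50% after viability correction, with every replicate also passing that limit; inconclusive = mean reaches 50% but only one of two replicates passes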;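 note: firefly luciferase signal divided by Alamar Blue viability fluorescence both relative to DMSO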
GSIS activator: GLuc luminescence reporter in INS-1E cells, primary screen for activators of glucose-dependent secretion of insulin. INS-1E GLuc reporter insulin secretion, 2-3 h. activation, % at 16.6 µM. 370,000 tested, 0.61% active. AID 743287, 2014;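 active = lowest replicate activation of at least 40%, so every replicate reaches that level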;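 note: 0% = median of neutral control wells and 100% = median of IBMX positive control wells; some compounds called inactive have numbers as strong as hits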
miR122 inh: miR-122 Renilla sensor signal increase in Huh7, primary screen, miR-122 inhibitor project, cell-based, single point, plate reader; 340,000 tested, 0.3% active; activation (reporter increase), % at 12.5 µM; Huh7 miR-122 Renilla luciferase sensor, 48 h; neutral wells = 0, positive control = 100;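 active = mean replicate activation score at least 90 and every replicate individually at or above 90; inconclusive = only one of the two criteria met; inactive = neither criterion met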;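 note: higher luciferase means less miR-122 activity so hits act as miR-122 inhibitors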
PAX8 reporter: inhibitors of PAX8-driven TPO luciferase reporter, primary screen, RMG-I cells, single concentration. inhibition, % at 12.6 µM. SteadyGlo, 24 h. 360,000 tested, 1.2% active;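 active = mean replicate inhibition at least 60% with every replicate also reaching 60%; inconclusive = only one of the two criteria is met; inactive = mean below 60% and not all replicates reaching 60%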;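 note: luciferase light reporting Pax8 driven TPO promoter activity; plate controls were median of neutral control wells for no effect and mitoxantrone controls for full effect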
DENV2 CPE rescue: inhibitors of DENV2 cytopathic effect, primary screen, cell-based, plate reader, single concentration; DENV2-infected cells, cytopathic effect rescue; CPE inhibition, % at 9.99 µM; 350,000 tested, 1.7% active; AID 651640, 2012; in the data active = CPE inhibition above about 20%, passing the limit was not always enough; inconclusive = no clear call, values can overlap the other calls; tested in BHK-21 cells;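 note: 0% = median of neutral control wells and 100% = median of positive control wells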
An asterisk follows results filed as active; ? = inconclusive; nt = no result given; & = joins results of further samples; [ ] = remark or other dose.

SMILES	FN deposit inh	CFTR F508del cor	EWS-Fli block	GSIS activator	miR122 inh	PAX8 reporter	DENV2 CPE rescue
COc1cc2c(cc1C1NC(=S)NC(C)=C1C(=O)N(C)C)CCCC2 (stereo not given)	4	0.1	-6	3	nt	37	1
CCOC(=O)C1(C(=O)OCC)N=C(c2ccccc2)C=C1c1ccccc1	-10	-1.9	-4	-2	nt	1	-6
Cc1cn([C@H]2C[C@H](O)[C@@H](CNC(=O)[C@H](N)Cc3cscn3)O2)c(=O)[nH]c1=O	4	0.2	-10	-4	-4	-19	?
C[C@H]1CN([C@@H](C)CO)C(=O)Cc2cc(NC(=O)c3ccncc3)ccc2O[C@H]1CN(C)S(C)(=O)=O	nt	-0.6	-3	16	-3[16.7 µM]	12	-7
COc1ccc(S(=O)(=O)Nc2ccc3c(c2)OC[C@@H](C)N(C)C[C@@H](C)[C@H](OC)CN(C)C3=O)cc1	-7	-2.8	-3	2	17[16.7 µM]	11	2
Cc1ccc(NC(=O)CN2C(=O)c3ccccc3C2=O)c(C)c1	2	0.7	6	-1	13	9	3
CC(=O)Nc1ccc(Nc2nc(-c3c(C)nc4ccccn34)cs2)cc1	9	-0.3	57*	49*	11	39	-2
Cn1c(=O)c2c(nc(SCC(=O)Nc3ccccc3N3CCCCC3)n2C)n(C)c1=O	nt	3.5	10	15	nt	nt	-8
CCOC(=O)c1ccc(Nc2nc(C)cc(=O)[nH]2)cc1	nt	-1.8	-7	11	0	nt	nt
CN1CCN(CC(=O)c2ccccc2F)CC1	1	1.0	11	4	4	-2	3
Cc1ccc(S(=O)(=O)NCC[C@H]2CC[C@@H](NC(=O)c3cccc(F)c3)[C@@H](CO)O2)cc1	nt	5.7	-7	0	nt	-21	?
CNC[C@H]1OCCCC[C@H](C)Oc2ccc(NS(=O)(=O)c3cn(C)cn3)cc2C(=O)N([C@H](C)CO)C[C@@H]1C	nt	0.9	-10	15	1[16.7 µM]	-17	-9

Retrieved by structure from the entries so far:
SMILES	FN deposit inh	CFTR F508del cor	EWS-Fli block	GSIS activator	miR122 inh	PAX8 reporter	DENV2 CPE rescue
CN1CCN(CC(=O)c2ccccc2F)CC1	1	1.0	11	4	4	-2	3
COc1ccc(S(=O)(=O)Nc2ccc3c(c2)OC[C@@H](C)N(C)C[C@@H](C)[C@H](OC)CN(C)C3=O)cc1	-7	-2.8	-3	2	17[16.7 µM]	11	2
Cn1c(=O)c2c(nc(SCC(=O)Nc3ccccc3N3CCCCC3)n2C)n(C)c1=O	nt	3.5	10	15	nt	nt	-8
CNC[C@H]1OCCCC[C@H](C)Oc2ccc(NS(=O)(=O)c3cn(C)cn3)cc2C(=O)N([C@H](C)CO)C[C@@H]1C	nt	0.9	-10	15	1[16.7 µM]	-17	-9
COc1cc2c(cc1C1NC(=S)NC(C)=C1C(=O)N(C)C)CCCC2 (stereo not given)	4	0.1	-6	3	nt	37	1

Some values from the results shown.
Cn1c(=O)c2c(nc(SCC(=O)Nc3ccccc3N3CCCCC3)n2C)n(C)c1=O – EWS-Fli block: 10
Cc1ccc(NC(=O)CN2C(=O)c3ccccc3C2=O)c(C)c1 – FN deposit inh: 2
C[C@H]1CN([C@@H](C)CO)C(=O)Cc2cc(NC(=O)c3ccncc3)ccc2O[C@H]1CN(C)S(C)(=O)=O – CFTR F508del cor: -0.6
CC(=O)Nc1ccc(Nc2nc(-c3c(C)nc4ccccn34)cs2)cc1 – FN deposit inh: 9

Continued:
SMILES	FN deposit inh	CFTR F508del cor	EWS-Fli block	GSIS activator	miR122 inh	PAX8 reporter	DENV2 CPE rescue
CCOc1ccccc1OCCCC(=O)Nc1cccc(-n2cnnn2)c1C	1	-3.0	0	13	nt	3	-1
Cc1[nH]c(=O)c(C#N)cc1-c1csc(-c2ccccc2)n1	6	1.9	3	3	-6	5	-7
C[C@H]1CN([C@@H](C)CO)C(=O)c2cc(/C=C/c3ccccc3)cnc2O[C@H]1CN(C)Cc1cncnc1	-8	1.8	-10	3	-3[16.7 µM]	nt	1
Cc1cc(SCc2ccc(Br)cc2)nc(=O)[nH]1	-4	2.0	-29	5	2	-38	-3
CN=C1C=C/C(=N/N=c2\ccn(O)cc2C)C=C1C	5	-0.7	-48	-22	-16	-4	5
CCOC(=O)c1sc(Nc2cccc(Cl)c2)nc1C	2	4.5	-57	-2	0	-83	-5
Cc1sc2nc(CSCC(=O)N(C)CC(=O)Nc3ccc(F)cc3)[nH]c(=O)c2c1C	-5	-5.6	-7	-13	1	-2	2
CC(C(=O)NCC1CCCO1)c1ccc([N+](=O)[O-])cc1 (stereo not given)	nt	nt	5	0	nt	-15	3
O=C(N/N=C/c1ccc(F)cc1)c1ccncc1	2	nt	22	nt	3	6	-1
O=C(CCl)Nc1cccc(S(=O)(=O)NC2=NCCCCC2)c1	-6	-5.0	62*	26	-8	45	-1
C[C@@H]1CCCCO[C@@H](CN(C)C(=O)C2CCCCC2)[C@@H](C)CN([C@@H](C)CO)C(=O)c2cc(NS(=O)(=O)c3ccccc3)ccc2O1	2	-0.3	-3	-12	-5[16.7 µM]	-7	-11
COc1ccc2c3c(n(C)c2c1)[C@@H](CO)N(C(C)=O)CC31CCN(C(=O)NC(C)C)CC1	nt	-0.2	-15	23	nt	nt	8
CCOC(=O)c1c(-c2ccc(OC)cc2)csc1NC(=O)CCN1C(=O)c2ccccc2C1=O	nt	0.1	13	2	nt	nt	-2
COc1ccccc1-n1cc(CN2CCN(C3CCCC3)C(CCO)C2)cn1 (stereo not given)	4	7.0	-3	-1	nt	-6	nt
CC1CN(C(=O)c2cc(COc3c(F)cccc3F)on2)CCN1C (stereo not given)	-8	-1.1	-9	6	2	-32	8
CC(C)C[C@@H]1NC(=O)[C@H]2C[C@@H](C(=O)NCCCCCN)[C@@H](c3cccc(OCCO)c3)N2C1=O	nt	-0.7	-3	nt	nt	nt	32*
NC(=O)c1cccc2c1-c1ccccc1/C2=N/NC(N)=S	1	-4.5	0	28	nt	-11	3
O=C(Nc1nnc(S(=O)(=O)N2CCOCC2)s1)c1ccccc1	-7	1.1	24	nt	-1	-33	2
CCNC(=O)[C@@H]1[C@@H](CO)[C@@H]2Cn3c(cccc3=O)[C@@H]2N1C(=O)C1CCCC1	nt	-0.3	-1	34	2[16.7 µM]	-3	0
O=S(=O)(c1ccc(-c2ccccc2)cc1)N1C[C@@H]2N[C@H](C1)C2c1ccc(-c2cncnc2)cc1 (stereo not given in full)	-6&5	3.4	-7	3&4	nt	5	2
O=C(Nc1ccc(Cl)cc1)OC[C@@H]1CSCCS(=O)(=O)N1	15	-0.7	-54	-37	nt	-75	-12
CCCNC(=O)C[C@@H]1CC[C@@H]2[C@H](COC[C@@H](O)CN2C(=O)Nc2ccc3c(c2)OCO3)O1	-1	1.4	-66	6	-4[16.7 µM]	-13	-1
O=C(O)CCCCC1CCSS1 (stereo not given)	-2	-0.4	10	nt	-3	-2	-2
CC(=O)N1c2ccc(S(=O)(=O)NCC3CCC(C(=O)NC4CCC(C)CC4)CC3)cc2CC1C (stereo not given)	2	2.6	9	-10	-11	25	1
C[C@@H]1CN([C@@H](C)CO)C(=O)c2ccccc2-c2ccccc2CO[C@@H]1CN(C)Cc1ccncc1	4	3.0	2	-6	nt	3	-2
CNC[C@H]1OCc2cnnn2CCCC(=O)N([C@@H](C)CO)C[C@@H]1C	11&-3	0.0&1.1	3&-1	-1&18	-3[16.7 µM]	1&0	-3
O=C(CSCc1ccccc1)NNc1c(F)c(F)cc(F)c1F	-1	-0.3	-1	-3	nt	25	-8
COc1ccc(-c2cc3nc(C)c(C)c(N4CCN(C(=O)c5ccoc5)CC4)n3n2)cc1	-2	-4.8	-1	15	0	10	-14
O=C(CCn1nc(-c2ccc(Cl)cc2)ccc1=O)N1CCN(c2ccc(F)cc2)CC1	1	1.4	-1	-45	-8	24	0
CC(=O)Nc1cc(-c2ccc(N(C)C)cc2)cn2c(-c3ccc(F)c(Cl)c3)cnc12	-5	3.7	-13	nt	-2	-30	1
C[C@@H]1CN([C@@H](C)CO)C(=O)c2cc(-c3cccc(C#N)c3)cnc2O[C@H]1CN(C)Cc1cncnc1	1	0.8	-9	3	-1[16.7 µM]	nt	0
COc1ccc(NC(=O)c2cc(C3CCCCN3C(=O)c3cc(OC)c(C)c(OC)c3)on2)c(C)c1 (stereo not given)	-3	2.3	14	4	-4	12	-7
Cc1nn(-c2ccc(C(=O)N3CCN(S(=O)(=O)c4ccccc4C(F)(F)F)CC3)cc2)c(C)c1Cl	-1	-3.4	12	0	nt	10	5
C[C@@H]1CN([C@H](C)CO)S(=O)(=O)c2ccc(C#C[C@@H](C)O)cc2O[C@@H]1CN(C)C(=O)CN(C)C	nt	1.7	-11	14	-10[16.7 µM]	nt	-2
O=C(c1ccccc1F)N1CC[C@H]2[C@H](CO)Nc3ccc(-c4cccc(F)c4)cc3[C@H]21	-8	-0.9	1	14	4[16.7 µM]	-10	-15
OCCC1CN(Cc2cccn2-c2ccccn2)CCN1C1CCCC1 (stereo not given)	2	0.8	4	4	5	2	-7
COc1ccccc1CNC(=O)COC(=O)Cc1ccsc1	26	nt	-10	-14	nt	1	2
CCOC(=O)c1cc(CC)sc1NC(=O)COc1ccc2c(C)cc(=O)oc2c1	-2	nt	nt	36	nt	6	nt
CN1CCN(C(=O)C[C@H]2CC[C@@H]3[C@@H](COc4ccc(NC(=O)c5cccs5)cc4C(=O)N3C)O2)CC1	6	1.0	2	11	-6[16.7 µM]	6	7
Cc1cc2oc(=O)c(CC(=O)O)c(C)c2c2occ(C(C)(C)C)c12	2	-0.1	0	2	-4	-22	-1
O=C(NC1CCCCC1)N[C@@H]1CC[C@@H](CC(=O)N2CCOCC2)O[C@@H]1CO	4	0.8	-2	2	nt	-6	-1
C[C@@H]1CN([C@H](C)CO)C(=O)c2cc(N(C)C)ccc2O[C@@H](C)CCCCO[C@H]1CN(C)C(=O)Nc1ccc(C(F)(F)F)cc1	nt	0.4	2	-4	2[16.7 µM]	28	nt
O=C(O)CCC(=O)Nc1ccc(C(=O)OC2CCCCC2)cc1	nt	-0.7	13	11	-3	nt	9
Cc1cc(NS(=O)(=O)c2ccc(NC(=O)Nc3cccc(C(F)(F)F)c3)cc2)no1	2	-1.5	14	-52	-4	11	-3
O=C(Nc1ccnn1C1CCN(C(=O)c2cccc(Cl)c2)CC1)C1CC1	1	-1.2	nt	11	-3	-21	6
N#C[C@@H]1[C@@H](c2ccccc2-c2cccc(F)c2)[C@@H](CO)N1C(=O)CN1CCOCC1	5	0.3	7	-3	nt	nt	-4
COc1ccc(OCCNS(=O)(=O)c2ccc3oc4ccccc4c3c2)cc1	5	nt	nt	nt	2	0	nt
C/C=C(\C)C(=O)Nc1cccc(C2=NOC3(C2)C[C@H](C(N)=O)N(C(=O)c2cc([N+](=O)[O-])cc([N+](=O)[O-])c2)C3)c1 (stereo not given in full)	13	1.0	-6	3	-5	-6	-1
COc1cc(OC)cc(N2CC(C)(C)C2=O)c1	-4	0.8	3	10	-4	4	-7
COC(=O)C(C)SC1=N/C(=C/c2ccc(-n3cncn3)cc2)C(=O)N1 (stereo not given)	-8	-0.4	23	20	-2	0	-3
